Bioassay records deposited in PubChem BioAssay by National Center for Advancing Translational Sciences (NCATS).
GAA glycogen: inhibitors or activators of human alpha-glucosidase glycogen cleavage; recombinant GAA, glycogen substrate, Amplex Red glucose oxidase fluorescence; AID 2100; actives 0.38% (n = 300,000); Potency, µM (titrated, usually from 76.4 µM), inactives show top-dose activity change, negative = inhibition, actives largely listed as inhibitors; P10253;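 note: 0% = full enzyme reaction and -100% = no-enzyme basal signal; the screen sought inhibitors and activators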
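Recombinant human enzyme (4 nM); glycogen substrate; 37 C, 40 min, pH 5.0. Readout: coupled glucose oxidase/Amplex Red fluorescence.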
SMN2 splice up: increases expression of the SMN2 splice variant | HEK293 SMN2-luciferase splicing reporter, luminescence, 30-36 h | Potency, µM (doses to about 46.1 µM), for inactives: top-dose activity change, positive = activation, most hits filed as activators | actives 2.8% (n = 210,000) | AID 1458; note: % of control where 0% means no effect; nearly all actives have a fitted effect of over 55% in size
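HEK293 cells carry an SMN2 […]–luciferase reporter in which exon 7 inclusion puts luciferase in frame. Cells were plated 10-12 h before compound addition, then incubated 30-36 h at 37C. ONE-Glo luminescence was read; sodium butyrate at 4.5 mM final served as control.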
The depositor's hits bear a star; ? = inconclusive; & = joins results of further samples; [ ] = another dose, or the depositor's remark. Calls come from the whole dose curve; as a rule, active = well fitted curve in the direction sought with a large enough effect; inconclusive = small, poorly fitted or top-dose-only effect, or another doubt; inactive = no such curve, though single readings can be large; an effect the other way counts as inactive or inconclusive. Potency is the fitted concentration of half-maximal effect. The list is partial; count on the stated rates, not on these rows.

SMILES	GAA glycogen	SMN2 splice up
Cc1cccc(N(CC(=O)NCCSCc2ccc(Cl)cc2)S(C)(=O)=O)c1C	-14.1%[76.3 µM]	-23.3%
Cc1ccc(-n2nc(C(=O)N(C)Cc3ccccc3)c3c4ccccc4n(C)c3c2=O)cc1	-4.3%[76.3 µM]	16.6%
CCCN1C(=O)C(NC(=O)c2ccccc2OC)(C(F)(F)F)C(C(=O)OC)=C1C (configuration not stated)	10.9%[76.3 µM]	-15.5%
c1coc(-c2nc3ccccn3c2Nc2ccc3c(c2)OCCO3)c1	?	2.2%
O=C(Nc1sc2c(c1C(=O)N1CCCCC1)CCCC2)c1ccccc1Cl	15.5%[76.3 µM]	-12.7%
O=C(CSc1ncc(S(=O)(=O)c2ccc(Br)cc2)c(=O)[nH]1)NCc1ccccc1Cl	4.5%[76.3 µM]	-2.9%
CCOC(=O)C(C)Sc1nc(-c2ccccc2Cl)cc(-c2ccccc2)c1C#N (configuration not stated)	12.5%[76.3 µM]	2.4%
Cc1ccc(OCCn2c(CCNC(=O)C3CCCCC3)nc3ccccc32)cc1	4.7%[76.3 µM]	5.8%
O=C(c1cccs1)c1cn(CCOc2ccccc2F)c2ccccc12	-0.8%[76.3 µM]	-34.2%[inhibitor]
O=S(=O)(Nc1ccc(Br)cc1F)c1ccc2nc(-c3ccccc3)[nH]c2c1	1.9%[76.3 µM]	-10.9%
Cc1ccccc1-n1nc(CO)c(C(=O)NCc2cccs2)n1	-6.5%[76.3 µM]	-28.2%
CCOc1ccc2ncc3c(-c4cccc(OC)c4)nn(-c4ccccc4)c3c2c1	-6.7%[76.3 µM]	-2.2%
CCSc1nc2ccccc2c(OCc2cc(C(=O)OC)ccc2OC)c1C(=O)OC	-8.6%[76.3 µM]	-11.7%
CCN(CC)S(=O)(=O)c1ccc(C(=O)N=c2sc3cccc(OC)c3n2C)cc1	13.3%[76.3 µM]	-4.6%
CCOc1ccc(CCNC(=O)c2cn(CC)c3ccc(S(=O)(=O)N4CCc5ccccc5C4)cc3c2=O)cc1OCC	9.2%[76.3 µM]	1.0%
COC(=O)CC1Oc2ccc(F)cc2-n2cc(-c3ccc(Cl)cc3)nc21 (configuration not stated)	-0.3%[76.3 µM]	-3.2%
CC(C)(C)C1CCc2oc3ccc(NS(=O)(=O)c4ccc(C(=O)O)cc4)cc3c2C1 (configuration not stated)	?	2.1%
COc1ccc(-n2c(=O)c3c4c(sc3n(Cc3ccc(F)cc3)c2=O)CCCC4)c(OC)c1	-10.1%[76.3 µM]	-9.9%
Cc1ccc(C)c(NC(=O)CC2NCCNC2=O)c1 (configuration not stated)	4.6%[76.3 µM]	3.9%
CCOc1ccc(NC(=O)CSc2nc3c(oc4ccccc43)c(=O)n2-c2cc(C)cc(C)c2)cc1	6.6%[76.3 µM]	-11.6%
O=C(CSc1nnc2scc(-c3ccc(Cl)cc3)n12)Nc1ccccc1F	7.5%[76.3 µM]	-8.8%
N#C/C(=C/c1ccccc1Cl)c1nc(-c2cc3ccccc3oc2=O)cs1	-0.3%[76.3 µM]	-5.9%
COc1ccc(NC(=O)C2(S(=O)(=O)c3ccc(C)cc3)CC2)c(OC)c1	-11.9%[76.3 µM]	-11.9%
COc1cc2nc(NCCc3cccc(C)c3)n3nc(-c4ccccc4)nc3c2cc1OC	-1.0%[76.3 µM]	9.0%
O=C(O)Cc1sc(Nc2ccccc2Cl)nc1-c1ccccc1	-25.9%[76.3 µM]	69.4%
CCc1nn(CC(=O)NCCCN(CC(C)C)CC(C)C)c(=O)c2cc3sc(C)cc3n12	-4.0%[76.3 µM]	13.3%
O=C(CCn1nc(-c2ccccc2)c2ccccc2c1=O)Nc1ccccc1	-11.4%[76.3 µM]	-8.5%
COc1ccccc1N1CCN(C(=O)C2CCN(S(=O)(=O)c3cccs3)CC2)CC1	-10.9%[76.3 µM]	-0.8%
CC(CNC(=O)c1ccc(Nc2nc3ccccc3n3nnnc23)cc1)c1ccccc1 (configuration not stated)	9.4%[76.3 µM]	?
CCOC(=O)C(CC)Sc1ncnc2c1c(-c1ccccc1)cn2-c1ccc(OC)cc1 (configuration not stated)	-1.0%[76.3 µM]	-11.0%

By substructure: the compounds so far with an NH in an aromatic ring.
SMILES	GAA glycogen	SMN2 splice up
O=C(CSc1ncc(S(=O)(=O)c2ccc(Br)cc2)c(=O)[nH]1)NCc1ccccc1Cl	4.5%[76.3 µM]	-2.9%
O=S(=O)(Nc1ccc(Br)cc1F)c1ccc2nc(-c3ccccc3)[nH]c2c1	1.9%[76.3 µM]	-10.9%

The list goes on:
SMILES	GAA glycogen	SMN2 splice up
O=C(Cn1c(=O)n(-c2ccccc2Cl)c(=O)c2sc3ccccc3c21)NC1CCCCC1	-12.5%[76.3 µM]	8.8%
Cc1ccc(NS(=O)(=O)c2ccc3oc(=O)c4ncn(C)c4c3c2)cc1C	15.3%[76.3 µM]	7.1%
CCOc1ccc(NC(=O)Nc2c(C)n(C)n(-c3ccccc3)c2=O)cc1	-3.1%	-1.7%
COc1cc(OC)cc(-c2nc3nc(C)c(CCC(=O)Nc4ccc(Cl)cc4)c(C)n3n2)c1	17.3%[76.3 µM]	-2.0%
CCOc1ccc(S(=O)(=O)N2CCN(c3ccc(C)cc3C)CC2)c2ccccc12	13.1%[76.3 µM]	-2.4%
COc1cccc(NC(=O)C2CCN(c3ccc(Sc4ccc(C)cc4)nn3)CC2)c1	-8.9%[76.3 µM]	1.9%
COc1cccc(-c2nnc(-c3ccccc3NC(=O)c3cccc(C(F)(F)F)c3)o2)c1	-8.9%[76.3 µM]	5.3%
CCCCN(C)CCNC(=O)C1CCN(c2nc3ccc(CC)cc3s2)CC1	1.1%[76.3 µM]	10.3%
CCc1nc2nc(C)cc(Nc3cc(C)ccc3C)n2n1	13.7%[76.3 µM]	-3.8%
Cc1ccc(CN2C(=O)C(O)(c3c[nH]c4ccccc34)c3cc(Cl)ccc32)cc1 (configuration not stated)	-7.3%[76.3 µM]	7.7%
Cc1ccc(S(=O)(=O)N2CCc3cc(C(=O)Nc4c(F)cccc4F)ccc32)cc1	8.4%[76.3 µM]	-2.4%
CCCCCCc1c(C)c2c(cc(C)c3c(C)coc32)oc1=O	-3.2%[76.3 µM]	9.5%
COc1ccc(-c2cc(C(F)(F)F)nc(SCC(=O)NC(C)c3ccccc3)n2)cc1 (configuration not stated)	10.5%[76.3 µM]	-7.0%
CC(=O)NCCNC(=O)c1ccc2c(=O)n(CCc3ccccc3)c(=O)[nH]c2c1	14.4%[76.3 µM]	11.6%
CCOc1cc(-c2nc(-c3ccc(-c4ccc(OC)cc4)nc3OC)no2)cc(OCC)c1OCC	-5.6%[76.3 µM]	4.8%
CCOc1ccc(C2CC(=O)c3c([nH]c(C(=O)OCc4ccccc4)c3C)C2)cc1 (configuration not stated)	8.5%[76.3 µM]	-4.3%
Cc1ccc(Cl)cc1N1CCN(S(=O)(=O)c2ccc3c(c2)CCN3C(=O)C2CCC2)CC1	-9.6%[76.3 µM]	-1.1%
Cc1ccc2nc(-c3ccco3)c(Nc3ccc4c(c3)OCCO4)n2c1	?	7.8%
Fc1cccc(-n2ncc3c2ncn2nc(COc4ccc(Cl)cc4)nc32)c1	-3.2%[76.3 µM]	-2.3%
CCCCN(C(=O)C1CCC(CNS(=O)(=O)c2cccc3nsnc23)CC1)c1ccccc1 (configuration not stated)	-16.3%[76.3 µM]	-41.2%[inhibitor]

Structures from the list above with a COOH group (2):
SMILES	GAA glycogen	SMN2 splice up
CC(C)(C)C1CCc2oc3ccc(NS(=O)(=O)c4ccc(C(=O)O)cc4)cc3c2C1 (configuration not stated)	?	2.1%
O=C(O)Cc1sc(Nc2ccccc2Cl)nc1-c1ccccc1	-25.9%[76.3 µM]	69.4%

Looked up above:
Cc1ccc(Cl)cc1N1CCN(S(=O)(=O)c2ccc3c(c2)CCN3C(=O)C2CCC2)CC1 in SMN2 splice up shows -1.1%
CCCCCCc1c(C)c2c(cc(C)c3c(C)coc32)oc1=O in GAA glycogen shows -3.2%[76.3 µM]
COc1ccc(-c2cc(C(F)(F)F)nc(SCC(=O)NC(C)c3ccccc3)n2)cc1 (configuration not stated) in GAA glycogen shows 10.5%[76.3 µM]
Cc1ccc2nc(-c3ccco3)c(Nc3ccc4c(c3)OCCO4)n2c1 in SMN2 splice up shows 7.8%
Fc1cccc(-n2ncc3c2ncn2nc(COc4ccc(Cl)cc4)nc32)c1 in SMN2 splice up shows -2.3%
Cc1ccc(S(=O)(=O)N2CCc3cc(C(=O)Nc4c(F)cccc4F)ccc32)cc1 in GAA glycogen shows 8.4%[76.3 µM]
CCOc1ccc(C2CC(=O)c3c([nH]c(C(=O)OCc4ccccc4)c3C)C2)cc1 (configuration not stated) in SMN2 splice up shows -4.3%

Later entries:
SMILES	GAA glycogen	SMN2 splice up
O=C(NCCc1ccccc1)c1cc(-c2ccc(Cl)cc2)on1	1.2%[76.3 µM]	-0.3%
COc1ccc2cc3cc(C(=O)N4CCN(c5cccc(Cl)c5)CC4)sc3nc2c1	-11.6%[76.3 µM]	4.4%
COC(=O)NCc1c(C)nn(-c2ccccc2)c1-n1cccc1	13.1%[76.3 µM]	-0.6%
O=C(NCCC1=CCCCC1)c1ccc2c(c1)N(Cc1ccccc1)C(=O)c1ccccc1S2=O (configuration not stated)	-12.1%[76.3 µM]	-1.5%
COc1ccc(NC(=O)Cn2nnc3sc4c(c3c2=O)CCCC4)cc1	-5.4%[76.3 µM]	-13.4%
CC(=O)c1ccc(N2CCN(c3ncnc4onc(-c5ccc(Cl)cc5)c34)CC2)cc1	-18.4%[76.3 µM]	-35.3%[inhibitor]
COc1cc2c(cc1OC)C(COc1ccc3c(C)cc(=O)oc3c1)N(C(=O)c1ccc(C)c(C)c1)CC2 (configuration not stated)	15.0%[76.3 µM]	13.9%
Cc1c(NS(=O)(=O)c2ccc(Cl)cc2)c(=O)n(-c2ccccc2)n1C	7.6%[76.3 µM]	0.0%
Cc1ccccc1Nc1cc(C(=O)NCc2cccs2)c2ccccc2n1	-4.0%[76.3 µM]	1.3%
Cc1ccc(-c2cc(C(=O)O)n(Cc3ccccc3)n2)cc1	9.2%[76.3 µM]	-20.3%
CCc1ccc(C2c3c(oc4cc(C)c(C)cc4c3=O)C(=O)N2c2nc(C)c(C(=O)OC)s2)cc1 (configuration not stated)	-5.1%[76.3 µM]	-2.9%
Cc1ccc(NC2=CC(c3ccccc3F)N(c3ccc(C)cc3)C2=O)cc1 (configuration not stated)	-1.8%[76.3 µM]	18.2%
CCCOc1ccc(-c2nonc2NC(=O)COc2ccc(C)cc2)cc1OCCC	16.2%[76.3 µM]	-6.4%
Cc1ccc(S(=O)(=O)N2CCC(Oc3ccc(-n4cnnn4)cc3)CC2)cc1	-6.8%&14.3%[76.3 µM]	3.7%
CCCCN(C)CCNC(=O)c1nn(-c2ccc(OC)c(Cl)c2)c(=O)c2c1c1ccccc1n2C	17.7%[76.3 µM]	-1.5%
O=C1CC(c2ccccc2C(F)(F)F)c2c(c3ccccc3[nH]c2=O)O1 (configuration not stated)	-10.5%[76.3 µM]	7.6%
CC(=O)c1ccc(NC(=O)CSc2nnc3c(n2)[nH]c2ccccc23)cc1	-0.5%[76.3 µM]	-9.7%
COC(=O)c1cc(NC(=O)c2oc(=O)c3ccccc3c2-c2ccccc2)cc(C(=O)OC)c1	9.4%[76.3 µM]	5.4%
COc1ccccc1N1CCN(C(=O)c2cc(-c3ccccc3O)on2)CC1	7.3%&-2.4%[76.3 µM]	-7.6%
O=C(Nc1sc2c(c1C(=O)NCC1CCCO1)CCC2)c1cc(=O)c2cc(Cl)ccc2o1 (configuration not stated)	-0.8%[76.3 µM]	1.6%
Cc1ccc(-n2nc(CO)c(C(=O)NCC(c3ccccc3)c3ccccc3)n2)cc1	-0.5%[76.3 µM]	2.8%
CCOC(=O)c1ccc(NC(=O)Cn2cc(C(=O)C3CC3)c3ccccc32)cc1	13.5%[76.3 µM]	-6.3%
COc1cc(Cl)c(C)cc1NC(=O)CCc1c(C)nc2cc(-c3cccc(F)c3)nn2c1C	13.0%[76.3 µM]	-1.7%
CCOc1ccc(NC(=O)Nc2ccc3snnc3c2)cc1	-1.0%[76.3 µM]	13.3%
CN(C)c1ccc(CN(Cc2ccco2)C(=O)c2ccc(C(C)(C)C)cc2)cc1	1.4%[76.3 µM]	11.0%
CCOC(=O)c1cccc(NC(=O)c2ccc3snnc3c2)c1	-2.5%[76.3 µM]	?
CCc1ccccc1Nc1sc(C(=O)c2cccc(OC)c2)c(N)c1S(=O)(=O)c1ccccc1	-0.3%[76.3 µM]	-5.4%
Cc1ccc(NC(=O)C(Cc2ccccc2)NS(=O)(=O)c2ccc3c(c2)oc(=O)n3C)cc1F (configuration not stated)	-5.1%[76.3 µM]	5.0%
CCOc1ccc(-n2c(=O)c3c(C)c(C)sc3n(Cc3ccccc3C)c2=O)cc1	8.0%[76.3 µM]	-2.4%
CC(=O)c1cccc(NC(=O)C2CCN(S(=O)(=O)c3ccc4c(c3)oc(=O)n4C)CC2)c1	-25.5%[76.3 µM]	-10.0%
COc1ccc(NC(=O)CSc2oc(-c3cccs3)nc2S(=O)(=O)c2ccc(C)cc2)c(OC)c1	6.7%[76.3 µM]	-8.1%
Cc1ccc(-c2c3c(=O)n(C)c(=O)n(C)c3cn2-c2cc(C)ccc2O)cc1	10.5%[76.3 µM]	-6.0%
